FBPA coupling cs = inhibits coupling enzyme system, counter-screen for aldolase hits; coupling enzyme system counterscreen, AmpLite Red fluorescence; activity change, negative = inhibition, % at 58.2 µM, hits read low; 0.67% of 290,000 active; AID 2472; in the data active means activity change below about -30%; further: on the % scale 0 is the no-effect control and ±100 the full control effect
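Activity here indicates interference with the coupling reaction, not aldolase inhibition. Compounds at 57.5 uM final met coupling enzymes for 10 min at RT; substrate and AmpLite Red detection followed, with a 525/598 nm fluorescence read after 20 min.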
Menin-MLL TR inh = menin-MLL binding inhibition, Texas Red mutant peptide. 0.23% of 270,000 active. O00255. Potency, µM (doses to about 61.6 µM), inactives show at the highest dose FP activity change, negative = inhibition, usual class: inhibitors. Menin + Texas Red MLL mutant peptide, fluorescence polarization; active means well fitted inhibition curve with a large enough effect in the polarisation, with a control signal flat, not every such curve was filed as active; inconclusive means small, poorly fitted or top-dose-only effect, or effect the other way, or a change in a side signal; inactive means no such curve, though single readings can be large or run the other way; the % refers to the polarisation; further: potency means the concentration at half of the fitted maximal effect; % of control where 0% means no effect; many of its hits are not listed in these tables
Target sequence (O00255 whole entry, looked up): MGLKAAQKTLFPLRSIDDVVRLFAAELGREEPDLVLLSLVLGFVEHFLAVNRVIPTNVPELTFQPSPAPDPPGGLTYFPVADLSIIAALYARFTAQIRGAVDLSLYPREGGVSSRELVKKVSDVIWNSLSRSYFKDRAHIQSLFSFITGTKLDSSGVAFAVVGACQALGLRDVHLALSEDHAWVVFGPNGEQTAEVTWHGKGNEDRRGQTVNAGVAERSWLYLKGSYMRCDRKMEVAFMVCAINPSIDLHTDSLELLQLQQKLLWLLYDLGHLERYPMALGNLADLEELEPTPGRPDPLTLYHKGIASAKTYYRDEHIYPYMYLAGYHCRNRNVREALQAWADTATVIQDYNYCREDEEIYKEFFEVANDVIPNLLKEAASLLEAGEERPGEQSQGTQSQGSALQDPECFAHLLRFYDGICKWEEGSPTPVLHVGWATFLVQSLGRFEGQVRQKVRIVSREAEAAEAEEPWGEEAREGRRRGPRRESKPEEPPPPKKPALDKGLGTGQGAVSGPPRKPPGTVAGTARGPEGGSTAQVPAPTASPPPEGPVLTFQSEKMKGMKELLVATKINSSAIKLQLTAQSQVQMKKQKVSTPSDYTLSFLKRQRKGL
* = called active by the depositor; & = joins results of further samples; [ ] = remark or other dose. These rows are one share of the data (hit frequency here may not be typical).

`CC[C@H](C)[C@H](NC(=O)[C@H](C)NC(=O)[C@H](Cc1cnc[nH]1)NC(=O)[C@@H]1CCCN1C(=O)CNC(=O)[C@H](CC(C)C)NC(=O)[C@H](CC(C)C)NC(=O)[C@H](Cc1ccc(O)cc1)NC(=O)CNC(=O)[C@H](C)NC(=O)[C@H](CO)NC(=O)[C@H](CC(N)=O)NC(=O)[C@H](CC(C)C)NC(=O)[C@@H](NC(=O)[C@H](Cc1c[nH]c2ccccc12)NC(=O)CN)[C@@H](C)O)C(=O)N[C@@H](CC(=O)O)C(=O)N[C@@H](CC(N)=O)C(=O)N[C@@H](Cc1cnc[nH]1)C(=O)N[C@@H](CCCNC(=N)N)C(=O)N[C@@H](CO)C(=O)N[C@@H](Cc1ccccc1)C(=O)N[C@@H](CO)C(=O)N[C@@H](CC(=O)O)C(=O)N[C@@H](CCCCN)C(=O)N[C@@H](Cc1cnc[nH]1)C(=O)NCC(=O)N[C@@H](CC(C)C)C(=O)N[C@H](C(N)=O)[C@@H](C)O` gave FBPA coupling cs -1 and Menin-MLL TR inh 1%.
Screening Cc1noc(C)c1-c1cc(NCc2ccccc2)ncn1 returned FBPA coupling cs 1 and Menin-MLL TR inh -6%.
Cc1cc(=O)oc2cc(OC3C=CC(C#CC(C)(C)C)OC3CO)ccc12 (centres undefined) was read as FBPA coupling cs -1 and Menin-MLL TR inh -7%[11.7 µM].
For N[C@@H](C(=O)O)c1cc(O)ccc1Cl the results were FBPA coupling cs 2 and Menin-MLL TR inh 0%[24.8 µM].
`COc1ccc2c(c1)O[C@H](c1ccc3c(c1)OCO3)[C@@H](OC(=O)NS(=O)(=O)c1ccc(C)cc1)C2=O` gave FBPA coupling cs 2 and Menin-MLL TR inh -10%.
For Cn1cccc1C(=O)N1CCC2(CC1)CN(c1ccccn1)C2 the results were FBPA coupling cs -1 and Menin-MLL TR inh 1%.
For NC(CCC(=O)NC(CCSC(CC(=O)O)C(=O)O)C(=O)NCC(=O)O)C(=O)O (centres undefined) the results were FBPA coupling cs -1 and Menin-MLL TR inh -11%.
`COc1cccc2c1C(=O)CC(c1ccccc1)O2` (centres undefined) gave FBPA coupling cs 1 and Menin-MLL TR inh 4%[24.8 µM].
`O=C(O)c1ccccc1O[C@@H]1O[C@H](C(=O)O)[C@@H](O)[C@H](O)[C@H]1O` gave FBPA coupling cs 2 and Menin-MLL TR inh -13%.
For COc1ccc2[nH]cc(CCNc3ncncc3-c3c(C)noc3C)c2c1 the results were FBPA coupling cs -1 and Menin-MLL TR inh -2%.

Reprinted from the part before: four compounds; new compounds follow.
For NC(CCC(=O)NC(CCSC(CC(=O)O)C(=O)O)C(=O)NCC(=O)O)C(=O)O (centres undefined) the results were FBPA coupling cs -1 and Menin-MLL TR inh -11%.
`COc1cccc2c1C(=O)CC(c1ccccc1)O2` (centres undefined) gave FBPA coupling cs 1 and Menin-MLL TR inh 4%[24.8 µM].
`O=C(O)c1ccccc1O[C@@H]1O[C@H](C(=O)O)[C@@H](O)[C@H](O)[C@H]1O` gave FBPA coupling cs 2 and Menin-MLL TR inh -13%.
For COc1ccc2[nH]cc(CCNc3ncncc3-c3c(C)noc3C)c2c1 the results were FBPA coupling cs -1 and Menin-MLL TR inh -2%.
COC(=O)CC1=COC(O)C2C(CO)=CC[C@@H]12 (some centres undefined) was read as FBPA coupling cs 3 and Menin-MLL TR inh 2%[11.7 µM].
`[O][C@H]1[C@@H](O)[C@@H](CO)O[C@@H](O[C@@H]2[C@@H]3OC[C@H]2O[C@H](O[C@@H]2[C@@H](O)[C@H](C[C@@H]4[C@@H]5OC[C@H]4O[CH][C@@H]5O)O[C@H](CO)[C@@H]2OS(=O)(=O)O)[C@@H]3OS(=O)(=O)O)[C@@H]1O` gave FBPA coupling cs 1 and Menin-MLL TR inh 10%.
For N#C/C(=C\c1ccc(O)c(O)c1)C(N)=O the results were FBPA coupling cs -14 and Menin-MLL TR inh -3%[24.8 µM].
`COC(=O)N1CCC2(CCCN(Cc3nccs3)C2)CC1` gave FBPA coupling cs 2 and Menin-MLL TR inh -10%.
CNc1ccnc(-c2ccccc2CN(C)C)n1 was read as FBPA coupling cs 5 and Menin-MLL TR inh -3%.
`CC(C)=CCC/C(C)=C/CO/N=C1/[C@H]2O[C@@H]2[C@@H](O)[C@H]2[C@H]1CCn1c(=O)n(C)c(=O)n12` gave FBPA coupling cs 1 and Menin-MLL TR inh 0%[11.7 µM].
O=C(c1ccco1)N1CCC[C@@]2(CCN(c3ncccn3)C2)C1 was read as FBPA coupling cs 0 and Menin-MLL TR inh -3%.
Screening COc1ccc(-c2cc(=O)c3ccccc3o2)cc1OC returned FBPA coupling cs -27 and Menin-MLL TR inh inconclusive.
COc1cccc(Nc2ncc3ncc(=O)n(C)c3n2)c1 was read as FBPA coupling cs -1 and Menin-MLL TR inh 14%.
For COc1cc(/C=C\c2ccc(OC)cc2OC)cc(OC)c1 the results were FBPA coupling cs 0 and Menin-MLL TR inh inconclusive.
CN1CCc2ccc3c4c2[C@]1(C)Cc1cccc(c1-4)OCO3 was read as FBPA coupling cs -18 and Menin-MLL TR inh inconclusive.
`CC(=O)OCC1OC(Oc2cc(OC(C)=O)c3c(=O)cc(-c4ccc(OC(C)=O)c(OC(C)=O)c4)oc3c2)C(OC(C)=O)C(OC(C)=O)C1OC(C)=O` (centres undefined) gave FBPA coupling cs -9 and Menin-MLL TR inh inconclusive.
Screening COc1cccc(-c2ccc3ncnc(N4CCN(C)CC4)c3c2)c1 returned FBPA coupling cs 0 and Menin-MLL TR inh -19%.
Screening N#Cc1ccccc1-c1ccc2ncnc(NCCN3CCOCC3)c2c1 returned FBPA coupling cs 2 and Menin-MLL TR inh -6%.
Screening CCCCCCCNS(=O)(=O)c1cccc2c(Cl)cccc12 returned FBPA coupling cs -6 and Menin-MLL TR inh 4%[24.8 µM].
For CN(C)C(=O)c1ccc(-c2ccc3ncnc(N(C)Cc4ccco4)c3c2)cc1 the results were FBPA coupling cs 3 and Menin-MLL TR inh -26%.
`O=C(NCCCN1CCCCCC1)[C@@H](c1ccccc1)C1CCCCC1` gave FBPA coupling cs -1 and Menin-MLL TR inh -1%[24.8 µM].
For COc1ccc(OC2C=CC(c3ccccc3)OC2CO)c(C(C)(C)C)c1 (centres undefined) the results were FBPA coupling cs -1 and Menin-MLL TR inh 0%[11.7 µM].
`Cc1cc2c(nc1C)CCCN2C[C@H](O)CN1CCCc2nc(-c3ccc(Br)cc3)ccc21` gave FBPA coupling cs 3&0 and Menin-MLL TR inh -17%&5%[11.7 µM].
For N#Cc1cccc(NC(=O)N2CCCC3(CCN(S(=O)(=O)c4ccccc4)CC3)C2)c1 the results were FBPA coupling cs -3 and Menin-MLL TR inh 20%.
CC(=O)N1CCC2(CCCN(Cc3ccc(C#N)cc3)C2)CC1 was read as FBPA coupling cs 1 and Menin-MLL TR inh -18%.
For Cn1c(-c2nc(-c3ccccc3)cs2)nc2ccccc21 the results were FBPA coupling cs -1 and Menin-MLL TR inh -8%[24.8 µM].
Screening N[C@@H](CSSC[C@H](N)C(=O)O)C(=O)O returned FBPA coupling cs -1 and Menin-MLL TR inh 37%[activator].
COC1(C)CCC2OC2(C)CCC2C1CC2(C)C (centres undefined) was read as FBPA coupling cs 4 and Menin-MLL TR inh -18%.
CO[C@H]1COC(=O)[C@H](C)COC(=O)C/C=C\[C@@H](C)[C@H](OC)COC(=O)C/C=C\[C@@H]1C was read as FBPA coupling cs 3 and Menin-MLL TR inh -18%[11.7 µM].
Screening O=C1C=CC2=C3c4cc(O)c(O)cc4C[C@]3(O)COC2=C1 returned FBPA coupling cs -1 and Menin-MLL TR inh inconclusive.
For CC(=O)N[C@H](CC(C)C)C(=O)O the results were FBPA coupling cs 0 and Menin-MLL TR inh -7%.
Screening Cn1cc(-c2nc3cnc(Oc4cccc(Cl)c4)nc3n(CCC#N)c2=O)c2ccccc21 returned FBPA coupling cs 3 and Menin-MLL TR inh -8%.
`CC12C=C(/C=C/c3ccc(F)cc3)C(C)(C1)C(c1ccc(F)cc1)CC2=O` (centres undefined) gave FBPA coupling cs 0 and Menin-MLL TR inh 10%[11.7 µM].
Screening CO[C@]12CC(COC(=O)c3cncc(Br)c3)CN(C)[C@@H]1Cc1cn(C)c3cccc2c13 (some centres undefined) returned FBPA coupling cs 0 and Menin-MLL TR inh 7%.
O=C(O)c1ccccc1-c1c2cc(Br)c(=O)c(Br)c-2oc2c(Br)c(O)c(Br)cc12 was read as FBPA coupling cs 18 and Menin-MLL TR inh inconclusive.
COc1ccc(OCC2CN3C(CCC(C)C3c3ccc(Br)cc3)C(=O)O2)cc1 (centres undefined) was read as FBPA coupling cs -2&1 and Menin-MLL TR inh 0%&3%[11.7 µM].
For Cc1noc(C)c1-c1cc(N2CCN(C)CC2)ncn1 the results were FBPA coupling cs -2 and Menin-MLL TR inh 8%.
Cc1noc(C)c1C(=O)N1CCC[C@@]2(CCN(C(=O)NC(C)C)C2)C1 was read as FBPA coupling cs 2 and Menin-MLL TR inh 3%.
For CCCCOC(=O)c1cc2c(cn1)[nH]c1ccccc12 the results were FBPA coupling cs -3 and Menin-MLL TR inh -10%[24.8 µM].
Screening COC(=O)NC(c1ccccc1)c1c[nH]c2ccc(OC)cc12 (centres undefined) returned FBPA coupling cs -1 and Menin-MLL TR inh 10%.
`CCCc1cc(OC)c2c(c1)OCO2` gave FBPA coupling cs -1 and Menin-MLL TR inh -18%.
Screening C=CCOCC1CN2C(CCC(C)C2c2ccc(Br)cc2)C(=O)O1 (centres undefined) returned FBPA coupling cs 2 and Menin-MLL TR inh -1%[11.7 µM].
Screening Cc1ccc2c(c1)c(CC(NC(=O)c1ccccc1Oc1ccccc1)C(=O)O)cn2C(=O)OCc1ccccc1 (centres undefined) returned FBPA coupling cs 9 and Menin-MLL TR inh 56%[activator].
For CCCCC/C=C\C/C=C\C/C=C\CCCCCCC(=O)O[C@H](COCCCCCCCCCCCCCCCC)COP(=O)([O-])OCC[N+](C)(C)C the results were FBPA coupling cs -4 and Menin-MLL TR inh 2%.
`COc1cccc(-c2ccc3ncnc(NCc4ccccc4OC)c3c2)c1` gave FBPA coupling cs -3 and Menin-MLL TR inh 17%.
CS(=O)(=O)N1CCC2(CC1)CN(c1ccc(-c3ccccc3)cc1)C2 was read as FBPA coupling cs 0 and Menin-MLL TR inh inconclusive.
`C=C1C[C@]23C[C@@]1(O)CC[C@H]2[C@@]12C=C[C@H](O)C(C)(C(=O)O1)[C@H]2[C@@H]3CC(=O)O` gave FBPA coupling cs -2 and Menin-MLL TR inh -10%.
CC[C@H](C)C(=O)O[C@H]1CCC=C2C=C[C@H](C)[C@H](CC[C@@H]3C[C@H](O)CC(=O)O3)[C@H]21 was read as FBPA coupling cs 3 and Menin-MLL TR inh inconclusive.
Screening CCCCOC(OCCCC)[C@H](O)CSc1ccc2ccccc2c1 returned FBPA coupling cs 1 and Menin-MLL TR inh -3%[11.7 µM].
`COc1ccc(Oc2ncc3nc(-c4ccc(Cl)cc4)c(=O)n(C[C@H]4CCCO4)c3n2)cc1` gave FBPA coupling cs -1 and Menin-MLL TR inh 16%.
`CC(=O)OC[C@@H]1O[C@H](C/C=N\O[C@@H](C)c2cn([C@H]3COC[C@H]3O)nn2)C=C[C@@H]1OC(C)=O` gave FBPA coupling cs -1 and Menin-MLL TR inh -1%[11.7 µM].
Screening CCCNC(=O)OC[C@H]1O[C@@H](CCO/N=C2/C[C@@H](O)[C@@H](O)[C@@H]3[C@@H]4C(=O)N(CC)C(=O)[C@H]4CC[C@@H]23)C=C[C@@H]1Oc1ccc(OC)cc1 returned FBPA coupling cs -1 and Menin-MLL TR inh -22%[11.7 µM].
CO[C@H]1COC(=O)[C@@H](OCc2ccccc2)/C=C\[C@H](C)[C@@H](OC)COC(=O)[C@H](OCc2ccccc2)/C=C\[C@@H]1C was read as FBPA coupling cs 3 and Menin-MLL TR inh -20%[11.7 µM].
For NCCC[C@@H](CC(=O)N[C@@H]1CCCC[C@H]1C(=O)N[C@H](CC(=O)N[C@@H](CCC(=O)O)CC(=O)O)Cc1c[nH]c2ccccc12)NC(=O)C[C@H](Cc1ccccc1)NC(=O)[C@@H]1CCCC[C@H]1N the results were FBPA coupling cs 0 and Menin-MLL TR inh -7%.
`COc1ccccc1-c1cncnc1NCc1ccccc1` gave FBPA coupling cs 5 and Menin-MLL TR inh -21%.
For O=C(/C=C/c1ccccc1)c1ccc(O[C@H]2OC(CO)C(O)C(O)C2O)cc1O (some centres undefined) the results were FBPA coupling cs 0 and Menin-MLL TR inh 29%.
For CC[N+](CC)(CC)CCOc1ccc(/C=C\c2ccccc2)cc1 the results were FBPA coupling cs 1 and Menin-MLL TR inh -8%[24.8 µM].
For CN1CCN(c2ncc3nc(-c4cccs4)c(=O)n(C[C@H]4CCCO4)c3n2)CC1 the results were FBPA coupling cs 1 and Menin-MLL TR inh -1%.
Screening CCCCC/C=C\C/C=C\C/C=C\C/C=C\CCCCCC(=O)NCCc1ccc(O)c(O)c1 returned FBPA coupling cs 4 and Menin-MLL TR inh -6%.
`COc1cccc([C@@H]2Oc3ccc(OC)cc3C[C@H]2OC(=O)NS(=O)(=O)c2ccc(F)cc2)c1` gave FBPA coupling cs 4 and Menin-MLL TR inh 3%.
Screening C=CCOC(=O)N[C@H](/C(C(=O)OC)=C(\C)NCc1ccccc1)c1ccc2c(c1)OCO2 returned FBPA coupling cs 1 and Menin-MLL TR inh 7%.
`c1ccc(-c2cccc(N3CCC4(CCNCC4)CC3)c2)cc1` gave FBPA coupling cs 3 and Menin-MLL TR inh -5%.

Screens from PubChem BioAssay.
